14-3-3 PPI: 14-3-3 gamma protein interaction modulation. P61981. FP, 14-3-3gamma / TMR-pS259-Raf peptide binding. inhibition, % at 40 µM. actives 0.19% (n = 160,000); in the data active = inhibition above about 30%;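 also: 0% = protein plus tracer without compound and 100% = blank with tracer alone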
Target sequence (P61981 whole entry, looked up): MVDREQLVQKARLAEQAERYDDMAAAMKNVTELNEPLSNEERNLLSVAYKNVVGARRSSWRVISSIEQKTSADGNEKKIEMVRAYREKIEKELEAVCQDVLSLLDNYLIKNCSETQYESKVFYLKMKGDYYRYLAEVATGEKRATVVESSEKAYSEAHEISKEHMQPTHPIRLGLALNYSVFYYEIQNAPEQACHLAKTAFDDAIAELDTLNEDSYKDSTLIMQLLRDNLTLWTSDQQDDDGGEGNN
* hit, by the source's call; & = joins results of further samples. This is a subset. The share of hits here may be higher or lower than overall.

14-3-3 PPI	canonical_smiles
-11.9	Cc1cc(C)c(S(=O)(=O)Nc2cc3c4c(oc3c3ccccc23)CC(C)(C)CC4=O)cc1C
-11.5	Cc1cc(=O)oc2cc(OCC(=O)NCCc3nc4ccccc4[nH]3)ccc12
0.3	COc1ccc(-c2c(C(F)(F)F)oc3c(CN4CC(C)OC(C)C4)c(O)ccc3c2=O)cc1OC (centres undefined)
-108.2	CCCc1oc2ccc(NS(=O)(=O)c3ccc(Cl)cc3)cc2c1C(=O)OCC
5.0	NC(=O)CSc1nnc(-c2cccnc2)n1-c1ccccc1
-3.1	Cc1cc(-c2ccccc2N)n[nH]1
-1.5	CCOC(=O)CSc1nnc(CNC(=O)c2ccc(OC)c(OC)c2)n1C
-7.3	CC(=O)N1CC=C2C(C#N)=C(N)C(C#N)(C#N)C(CCc3ccccc3)C2C1 (centres undefined)

Additional structures follow.
14-3-3 PPI	canonical_smiles
-6.2	CC(=O)Nc1sc2c(c1C(c1ccccn1)N1CCOCC1)CCCC2 (centres undefined)
-0.4	CC(C)Cn1c(=O)c(C(=O)Nc2nc3ccc(F)cc3s2)c(O)c2ccccc21
-9.4	COc1cc(-c2nc(Nc3ccc(C(F)(F)F)cc3)c3ccccc3n2)cc(OC)c1OC
-3.0	CCOc1ncccc1C(=O)Oc1ccc2c(c1)OCO2
-6.6	COCCCNc1ccnc2c(Cl)cccc12
-12.8	O=C1Oc2cc3oc4ccccc4c3cc2C1(O)C(F)(F)F (centres undefined)
-4.2	O=C1c2cccc3cccc(c23)C(=O)N1c1cccc(O)c1
-13.1	O=C(CCSc1nc(-c2ccco2)cc(C(F)(F)F)n1)N1CCN(c2ccccn2)CC1

New compounds follow
14-3-3 PPI	canonical_smiles
-7.0	COC(=O)c1ccc(C2Oc3ccc(Cl)cc3C3CC(c4ccc(OC)cc4)=NN32)cc1 (centres undefined)
-3.1	COc1ccc(C2C=C(Nc3ccc(F)cc3)C(=O)N2c2ccc(F)cc2)cc1 (centres undefined)
2.5	COc1ccc(CCn2c(=S)[nH]c3cc(C(=O)N4CCCC4)ccc3c2=O)cc1OC
-2.9	Cc1nnc(SCCn2c(N3CCC(Cc4ccccc4)CC3)nc3c2c(=O)[nH]c(=O)n3C)s1
4.5	CSCCC(NC(=O)C1CCC(C)CC1)C(=O)NCc1ccco1 (centres undefined)
4.2	CC(NC(=O)NC(N)=O)(C(F)(F)F)C(F)(F)F
-1.0	CCN(CC)c1ncnc2sc(C(=O)Nc3ccc(Br)cc3C)c(C)c12
-1.1	O=C1C2C3c4ccccc4C(Br)(c4ccccc43)C2C(=O)N1c1cccc(Cl)c1 (centres undefined)

(cont.)
14-3-3 PPI	canonical_smiles
-6.2	CC(C)COc1ccc2c(c1)c1c3n2CCNC3CCC1 (centres undefined)
-3.3	Cc1cc([N+](=O)[O-])ccc1N1C(=O)c2cccnc2C1=O
-17.0	O=C(CSc1cn(Cc2cccc(F)c2)c2ccccc12)Nc1nc2ccccc2s1
-50.2	CC(=O)c1cccc(NC(=O)Nc2cc3sccc3n2C)c1
0.0	COc1ccc(N2C(=O)CCC(C(=O)NCCCN3CCOCC3)C2c2ccc(F)cc2)cc1 (centres undefined)
1.5	CC(C)CC(=O)Nc1c2c(nn1-c1cccc(Cl)c1)CS(=O)C2 (centres undefined)
-12.2	Cc1sc(NC(=O)C2c3ccccc3Oc3ccccc32)nc1-c1ccccc1
-16.0	C=C(C)c1cccc(C(C)(C)NC(=O)N2CCCC(C(N)=O)C2)c1 (centres undefined)

The listing continues.
14-3-3 PPI	canonical_smiles
-7.3	O=C(Nc1ccc2c(c1)nc1n2CCSC1)c1ccccc1
2.6	O=C1CC(c2ccccc2)n2nc(NC(=O)C3CCCO3)nc2N1 (centres undefined)
0.8	CSC1=C(C#N)C(c2ccccc2Cl)C2=C(CCCC2=O)N1 (centres undefined)
2.5	COC(=O)C(CCSC)NC(=O)c1cc2c(n(-c3ccc(C)cc3)c1=O)CC(C)(C)CC2=O (centres undefined)
1.4	c1ccc2c(c1)nc1sccn12
2.4	CCOC(=O)c1ccc(NC(=O)C(=O)NCc2ccc(F)cc2)cc1
4.6	Cc1[nH]c2ccccc2c1C(C[N+](=O)[O-])c1cccs1 (centres undefined)
-2.5	Cn1c(=O)cc(SCC(=O)Nc2ccc(F)cc2)c2ccccc21

Continued.
14-3-3 PPI	canonical_smiles
3.4	CC(=O)NS(=O)(=O)c1ccc(N2C(=O)CC(Sc3nc4ccccc4s3)C2=O)cc1 (centres undefined)
-4.0	Cc1ccc(/C(O)=C2\C(=O)C(=O)N(CCCN3CCOCC3)C2c2ccc(C)o2)cc1 (centres undefined)
12.8	CCN1CCN(C(=O)c2cn(CC)c3ccc(S(=O)(=O)N(C)C4CCCCC4)cc3c2=O)CC1
-2.2	CCOc1ccc(NC(=O)C2c3cc(OC)c(OC)cc3C(=O)N(C)C2c2ccc(SC)cc2)cc1 (centres undefined)
-0.3	Cc1ccccc1NC(=O)CCNS(=O)(=O)c1ccc(Br)s1
0.0	N#Cc1cccc(CSc2nnc(CCCO)n2-c2ccccc2)c1
-2.5	Cc1ccc2nc(C3CCCN(C(=O)NCc4ccccc4)C3)[nH]c2c1 (centres undefined)
-19.1	Cc1cc(Br)ccc1NC(=O)c1cc2c(ccc3ccccc32)o1

Among those listed so far, these contain bromine:
14-3-3 PPI	canonical_smiles
-1.0	CCN(CC)c1ncnc2sc(C(=O)Nc3ccc(Br)cc3C)c(C)c12
-1.1	O=C1C2C3c4ccccc4C(Br)(c4ccccc43)C2C(=O)N1c1cccc(Cl)c1 (centres undefined)
-0.3	Cc1ccccc1NC(=O)CCNS(=O)(=O)c1ccc(Br)s1
-19.1	Cc1cc(Br)ccc1NC(=O)c1cc2c(ccc3ccccc32)o1

The list continues.
14-3-3 PPI	canonical_smiles
1.8	O=C(O)C12CC3CC(CC(CCBr)(C3)C1)C2
-6.9	COC(=O)C1=CN(c2ccc(OC)cc2)C=C(C(=O)OC)C1c1cccs1
4.3	C=CCNc1ncnc2c1cnn2-c1ccc(C)cc1C
10.4	Cn1c(=O)[nH]c(=O)c2c1nc(SCc1ccc(Cl)cc1)n2CC(N)=O
0.5	O=c1cc(CSc2nnc(-c3ccccc3)o2)c2ccccc2[nH]1
-1.9	CCOC(=O)C1CCN(C(=O)COC(=O)COc2ccccc2OC)CC1
-0.6	N#CC1=C(N)Oc2n[nH]c(-c3ccccc3)c2C1c1cccc(OC(=O)N2CCOCC2)c1 (centres undefined)
-28.6	O=C(NC1CCCCC1)c1c[nH]c2ccc(S(=O)(=O)Nc3ccc4c(c3)OCCO4)cc2c1=O

Further entries.
14-3-3 PPI	canonical_smiles
-9.3	COc1cccc(C2C(C(=O)OCCOc3ccccc3)=C(C)NC3=C2C(=O)CC(C)(C)C3)c1OC (centres undefined)
-76.7	N#CC1(C#N)C2=C(CCCC2)NC(c2ccccc2)C1(C#N)C#N (centres undefined)
5.7	CCOC(=O)CN(Cc1ccccc1)S(=O)(=O)c1cccc([N+](=O)[O-])c1
0.2	CC(C)(C)c1ccc2c(c1)N(CC(=O)NCCc1ccc(Cl)cc1)C(=O)CO2
-1.0	CCC(=O)Nc1c(C)ccc2nsnc12
4.1	COc1ccc(Cl)cc1S(=O)(=O)NCCC12CC3CC(CC(C3)C1)C2
2.5	CC(C)(C)c1ccc(S(=O)(=O)Nc2ccc3oc4c(c3c2)C(=O)CCC4)cc1
-2.3	CS(=O)(=O)NCC(c1cccnc1)N1CCN(c2ccc(F)cc2)CC1 (centres undefined)

Additional compounds follow:
14-3-3 PPI	canonical_smiles
0.5	O=C(NC1CCCCC1)c1cccc([N+](=O)[O-])c1
-0.4	C#CCNc1nc(CC)nc2c1nnn2Cc1ccccc1F
-3.4	CN(C)C(=O)c1cc(S(=O)(=O)N(C)C)c(Cl)cc1N1CCCC1
11.4	CCSC1=C(C#N)C(c2cccc(OC)c2)CC(=O)N1 (centres undefined)
-0.3	O=c1[nH]nc(SCc2ccc(F)cc2)c(=O)[nH]1
-6.2	CC1Cc2ccccc2N1S(=O)(=O)c1cccc(C(=O)NC2CC2)c1 (centres undefined)
3.5	Clc1ccccc1CSc1nnc(-c2ccco2)c(-c2ccco2)n1
-0.9	COc1ccc(-c2c[n+]3c(n2-c2ccc(C)cc2)CCCCC3)cc1

(next part)
14-3-3 PPI	canonical_smiles
0.5	COc1ccc(OC)c(NC(=O)CCN2C(=O)c3ccccc3C2=O)c1
-5.1	COc1ccc(N(C(=O)c2ccco2)C(C(=O)NC2CCCC2)c2ccc(N(C)C)cc2)cc1 (centres undefined)
-6.4	O=C(CCn1nnc2ccccc21)Nc1nnc(COc2ccc(F)cc2)s1
-2.9	COc1ccc(-n2nnnc2SCC(=O)Nc2ccc3c(c2)OCCO3)cc1OC
-5.0	Cc1noc(/C=C/N(C)C)c1S(=O)(=O)N1CCCC(C(=O)N2CCCCC2)C1 (centres undefined)
-60.9	COc1ccc(N2C(=O)C(Cl)=C(N3CCCC(C)C3)C2=O)cc1 (centres undefined)
-13.1	O=C(Cn1cnc2ccccc2c1=O)NCC(=O)N1CCN(Cc2ccc3c(c2)OCO3)CC1
-4.6	O=S(=O)(NCc1ccccn1)c1cccc2nsnc12

Some of the entries above, reformatted:
Structure	14-3-3 PPI
O=C(CCSc1nc(-c2ccco2)cc(C(F)(F)F)n1)N1CCN(c2ccccn2)CC1	-13.1
COC(=O)c1ccc(C2Oc3ccc(Cl)cc3C3CC(c4ccc(OC)cc4)=NN32)cc1 (centres undefined)	-7.0

The listing continues.
14-3-3 PPI	canonical_smiles
-0.3	CCCCNC(=O)C(=O)c1c[nH]c2ccccc12
4.0	CC1=C(C(=O)OCCOc2ccccc2)C(c2ccc(Br)cc2)NC(=O)N1 (centres undefined)
-2.9	Cc1cccc(OCC(=O)Nc2ccc(Cl)cn2)c1
-1.5	Cc1cc(C(=O)Oc2cccnc2)ccc1[N+](=O)[O-]
-6.9	COc1cc(NC(=O)C(C)Oc2ccccc2)c(C(=O)O)cc1OC (centres undefined)
-6.2	O=C(Cn1cc(C(=O)C(F)(F)F)c2ccccc21)N1CCCC1
-9.7	COc1ccc(C2/C(=C(\O)c3ccccc3)C(=O)C(=O)N2CC(C)O)c(OC)c1 (centres undefined)
-26.0	CCOc1ccc(C(=O)Nc2ccc3nn(-c4cccc(Cl)c4)nc3c2)cc1

(next part)
14-3-3 PPI	canonical_smiles
0.7	COc1ccc(CSc2nnnn2C)cc1[N+](=O)[O-]
-2.1	CCOC(=O)C1CCN(C(=O)Nc2ccc3c(c2)nc(C)n3C)CC1
1.7	O=C(CSc1nc2ccccc2c(=O)n1C1CCCCC1)NCc1ccccc1Cl
-7.2	C=CCN1CCN(C(c2ccc(Cl)cc2)c2nnnn2CCc2ccc(OC)c(OC)c2)CC1 (centres undefined)
-5.0&-4.5	CCOC(=O)c1ccc(Oc2cc(C)nc(SC)n2)cc1
-12.3	Nc1c(C(=O)Nc2ccccc2)sc2nc(-c3ccco3)ccc12
2.5	CCn1cc(C(=O)NCc2ccccc2OC)c(=O)c2cc(S(=O)(=O)N(C)C)ccc21
-5.2	Cn1c(=O)c2c(nc(CN3CCN(CCO)CC3)n2Cc2cccc3ccccc23)n(C)c1=O

4 of the compounds above, field by field.
Compound: CCOC(=O)c1ccc(Oc2cc(C)nc(SC)n2)cc1
  14-3-3 PPI: -5.0&-4.5
Compound: Nc1c(C(=O)Nc2ccccc2)sc2nc(-c3ccco3)ccc12
  14-3-3 PPI: -12.3
Compound: CCn1cc(C(=O)NCc2ccccc2OC)c(=O)c2cc(S(=O)(=O)N(C)C)ccc21
  14-3-3 PPI: 2.5
Compound: Cn1c(=O)c2c(nc(CN3CCN(CCO)CC3)n2Cc2cccc3ccccc23)n(C)c1=O
  14-3-3 PPI: -5.2

Next part
14-3-3 PPI	canonical_smiles
-10.2	CCN(CC)CCN1C(=O)C(O)=C(C(=O)c2ccc(C)o2)C1c1ccccn1 (centres undefined)
-2.3	CC(=O)N1C(O)CC(C)N1c1ccccc1 (centres undefined)
-10.7	CC(C)C1Oc2ccccc2N(CC(=O)N(Cc2ccccn2)CC2CCCO2)C1=O (centres undefined)
-49.3	C=CCSc1nnc2c(n1)OC1(Nc3ccccc3-2)C(=O)Nc2ccc(Cl)cc21 (centres undefined)
-32.1	CCOC(=O)c1sc(N)c(C(=O)Nc2ccccc2OC)c1C
-3.6	Fc1ccccc1C(c1nnnn1Cc1ccc2c(c1)OCO2)N1CCN(Cc2ccccc2)CC1 (centres undefined)
5.4	CCOC(=O)C1=C(N)OC2=C(C(=O)CC(C)(C)C2)C1c1ccccc1OCC (centres undefined)
-5.5	O=C1C=C(NCCc2ccccc2)CC(c2ccco2)C1 (centres undefined)

Next results.
14-3-3 PPI	canonical_smiles
-0.7	CCOC(=O)Cc1csc(NC(=O)c2ccc(C)c([N+](=O)[O-])c2)n1
-2.3	NC(=O)C1CC(=O)N(CCCc2ccccc2)C(=Nc2ccccc2)S1 (centres undefined)
-2.8	O=C1C=C(c2c(O)ccc3ccccc23)c2ccccc2C1=O
-68.8	CCOC(=O)C1C(=O)C=C(c2ccco2)CC1c1ccc(C)cc1 (centres undefined)
-6.3	CCOC(=O)N1CCN(S(=O)(=O)c2cc(OCC)ccc2OCC)CC1
4.9	COC(=O)c1ccccc1NC(=O)c1sc2ncnc(N3CCN(c4ccccc4F)CC3)c2c1C
-12.1	CC(=O)Nc1ccc(Oc2cc(N)cc([N+](=O)[O-])c2)cc1
2.0	Cn1c(=O)c2c(nc3n(CCO)c(-c4ccc(F)cc4)cn23)n(C)c1=O

The results go on:
14-3-3 PPI	canonical_smiles
-2.4	CCOc1ccc(C(=O)Nc2ccc(-c3cc4ccccc4oc3=O)c(C)c2)cc1[N+](=O)[O-]
-3.3	CCOC(=O)c1c(-c2ccc(Br)cc2)csc1N=CC1C(=O)CC(C)(C)CC1=O
-6.3	COc1ccc(NC(=O)c2cnc(Nc3ccc(C)c(Cl)c3)c3ccccc23)cc1OC
-0.6	Cc1ccc(C)c(C(=O)CSc2n[nH]c(C)n2)c1
-10.8	CCOc1ccc(C(=O)CN2CCN(CC(=O)Nc3ccccc3Cl)CC2)cc1

High-throughput results deposited in PubChem by Emory University Molecular Libraries Screening Center.
